Wnt bcat act: Wnt/beta-catenin pathway activators, primary screen, cell-based, plate reader, single point; Wnt/beta-catenin reporter cell assay, activator; activation, % at 9.35 µM; actives 1.2% (n = 300,000); AID 743398, 2014; in the data active = activation above about 30%, passing the limit was not always enough; inconclusive = no clear call, values can overlap the other calls;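 also: 0% = neutral control wells and 100% = positive control wells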
E coli growth: E. coli V3065 growth inhibition, primary screen, counter-screen for AddAB inhibitor project, absorbance, OD600 | 18 h | inhibition, % at 11.9 µM | actives 0.27% (n = 330,000);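 active = inhibition above the campaign's mean inhibition across all tested compounds plus 3 SD, cut at about 9.9% in these data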;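 also: uninfected addAB+ strain grown without phage in ampicillin broth; 0% = DMSO wells and 100% = ciprofloxacin 0.95 µg/ml wells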
SR-BI HDL uptake: inhibitors of SR-BI mediated HDL lipid uptake, primary screen, ldlA[mSR-BI] cells, fluorescence, single point; Scavenger receptor class B member 1 (Mus musculus), Q61009; ldlA[mSR-BI] CHO cells, DiI-HDL uptake fluorescence, 3 h; inhibition, % at 12.5 µM; actives 0.96% (n = 320,000);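 active = mean replicate inhibition of at least 70% and a set share of replicates each scoring 70 or more; inconclusive = meets just one of the two criteria; inactive = fails both criteria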;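 also: 0% = median of neutral control wells and 100% = median of positive control wells; values of inactives mirror those of a sister screen read the other way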
Target sequence (Q61009 whole entry, looked up): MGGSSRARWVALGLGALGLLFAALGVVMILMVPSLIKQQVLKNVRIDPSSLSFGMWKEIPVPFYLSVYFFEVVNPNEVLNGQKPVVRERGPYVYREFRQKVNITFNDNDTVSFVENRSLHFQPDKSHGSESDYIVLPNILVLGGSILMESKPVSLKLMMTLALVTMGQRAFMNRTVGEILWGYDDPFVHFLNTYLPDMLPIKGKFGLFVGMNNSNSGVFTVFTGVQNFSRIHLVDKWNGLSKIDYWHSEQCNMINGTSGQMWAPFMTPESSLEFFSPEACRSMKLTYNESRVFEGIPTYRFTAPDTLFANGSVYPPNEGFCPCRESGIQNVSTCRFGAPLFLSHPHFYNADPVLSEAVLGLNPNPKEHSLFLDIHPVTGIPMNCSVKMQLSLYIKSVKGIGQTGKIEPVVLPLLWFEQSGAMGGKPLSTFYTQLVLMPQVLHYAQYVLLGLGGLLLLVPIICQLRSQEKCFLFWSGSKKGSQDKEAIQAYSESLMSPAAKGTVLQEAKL
CAL PDZ FP-1: untagged CAL PDZ binding inhibitors, primary screen, biochemical, fluorescence polarization, HTS. Golgi-associated PDZ and coiled-coil motif-containing protein (Homo sapiens), Q9HD26. AID 602252, 2012. actives 0.92% (n = 300,000). inhibition, % at 24.9 µM. purified CAL PDZ, TMR-peptide fluorescence polarization, 1 h;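 active = mean inhibition of at least 30% with at least half of replicates also reaching 30%; inconclusive = no clear call, values can overlap the other calls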;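 also: 0% = DMSO neutral control and 100% = excess unlabeled competitor peptide PRC23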
MITF act: activators of MITF-driven TRPM1 promoter reporter, primary screen, cell-based, SK-MEL-5, luciferase, single point; SK-MEL-5 TRPM1-promoter luciferase, 24 h; % of positive control, neutral wells = 0; activation, % at 12.5 µM; actives 0.75% (n = 300,000);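 active = mean activation of at least 80% with every replicate also reaching 80%; inconclusive = mean reaches 80% but some replicate falls short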;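 also: 0% = neutral control wells and 100% = parthenolide positive control wells; values of inactives mirror those of a sister screen read the other way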
SR-BI uptake up: activators of SR-BI mediated DiI-HDL uptake, primary screen, ldlA[mSR-BI] CHO cells, DiI fluorescence. 3 h; 100 = double the neutral-control signal. activation, % at 12.5 µM. actives 0.096% (n = 320,000). AID 504775, 2011;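 active = mean replicate activation of at least 60% and every replicate at or above 60%; inconclusive = mean or all-replicate condition met, but not both; inactive = mean below 60% and not all replicates reaching 60%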;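 also: 0% = median plate neutral-control signal and 100% = twice that signal; values of inactives mirror those of a sister screen read the other way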
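Material: SR-BI-overexpressing, LDLR-lacking CHO cells | Dosing: Single compound concentration, delivered by pin transfer | Probe or stimulus: Labelled HDL, 10 µg/mL | Signal: Bottom-read cell fluorescence after medium removal, ex 550/em 595 nm | Schedule: 3 h, 37 °C | Evaluation: HDL uptake via cellular fluorescence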
Tat export inh: E. coli Tat export inhibitors, primary screen, MC4100, TorA-mCherry reporter, fluorescence, single point; AID 488895, 2010; actives 0.036% (n = 340,000); inhibition, % at 10 µM;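 active = mean replicate inhibition at least 50% and at least half of replicates individually reaching 50%; inconclusive = only one of the two criteria met; inactive = neither criterion met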;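 also: exported cargo escapes ClpAP degradation while cytoplasmic cargo is degraded and loses fluorescence; 0% = median of neutral control wells and 100% = median of NaSCN control wells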
phage Ecoli inh: growth loss of phage-infected E. coli, primary screen, RecBCD inhibitor project, absorbance, with phage, HTS. actives 0.26% (n = 360,000). inhibition, % at 11.9 µM. AID 651602, 2012; in the data active = inhibition above about 11%
AddAB inh: growth inhibition of E. coli expressing H. pylori AddAB, primary screen, AddAB inhibitor project, absorbance | inhibition, % at 11.9 µM | actives 0.29% (n = 330,000) | AID 435030, 2010; in the data active = inhibition above about 12%;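 also: 0% = vehicle wells of infected cells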
CAL PDZ FP-2: CAL PDZ peptide-binding inhibitors, primary screen, biochemical, fluorescence polarization, Cer-tagged CAL PDZ, HTS; inhibition, % at 20 µM; actives 0.02% (n = 330,000); AID 504414, 2011; Golgi-associated PDZ and coiled-coil motif-containing protein (Homo sapiens), Q9HD26; purified CAL PDZ, TMR-peptide fluorescence polarization, 1 h;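 active = highest replicate inhibition of at least 40%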;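 also: plate controls were DMSO neutral control wells for no effect and unlabeled competitor peptide control wells for full effect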
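Control set: unlabelled peptide and DMSO controls / Material: purified CerCALP PDZ construct / Timing: 1 h incubation at room temperature before polarization reading / Doses: 20 µM, one dose / Detection: fluorescence polarization (mP)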
Numbers without * were called inactive; ? = inconclusive; . = no result given; & = joins results of further samples.

SMILES | Wnt bcat act | E coli growth | SR-BI HDL uptake | CAL PDZ FP-1 | MITF act | SR-BI uptake up | Tat export inh | phage Ecoli inh | AddAB inh | CAL PDZ FP-2
CCOC(=O)c1c(NC(=O)c2ccco2)sc2c1CCCC2 | 3 | -3.1 | 5 | 1 | . | -5 | 2 | 1.1 | 0.2 | 0.1
CCS(=O)(=O)Nc1ccc(C(=O)CC2(O)C(=O)Nc3ccccc32)cc1 (centres undefined) | 5 | -0.4 | -20 | 0 | -7 | 20 | 8 | 2.0 | 0.3 | -1.3
N#Cc1ccc(CSc2nnc(-c3cccs3)n2-c2ccccc2)cc1 | -3 | -2.5 | 27 | -6 | . | -27 | 5 | 0.6 | 1.2 | .
O=C(Nc1ccc2c(c1)C(=O)NC2=O)c1ccc(Cl)s1 | -1 | 1.2 | . | . | 29 | . | -3 | 0.8 | 2.0 | -0.8
O=C(Oc1ccc2c(=O)c(Oc3ccc4ccccc4c3)coc2c1)c1cncc(Br)c1 | 2 | -1.1 | -13 | 1 | -1 | 13 | 2 | 2.7 | 2.1 | -1.5
Cc1ccc(SC(C)C(=O)Nc2ccccc2C(=O)N2CCOCC2)cc1 (centres undefined) | . | 2.9 | -4 | -6 | 3 | 4 | -1 | 1.2 | 0.0 | 0.0
CC1CCN(S(=O)(=O)c2cnc[nH]2)CC1 | -1 | -1.3 | -35 | -2 | -8 | 35 | -2 | -0.2 | 1.7 | -2.4
CC1CN(c2cc(-c3ccccc3)c3ccccc3n2)CC(C)O1 (centres undefined) | -4 | 1.8 | 35 | -2 | -10 | -35 | 7 | 2.8 | 0.2 | -1.6
CCCCCn1c(=NC(=O)c2ccco2)c(C(=O)OCC)cc2c(=O)n3ccccc3nc21 | -7 | -1.2 | 13&1 | -2&-2 | 16&18 | -13&-1 | -4&4 | 3.2&-0.6 | 0.9 | -0.8&-0.7
O=C(/C=C/c1ccco1)N1CCN(S(=O)(=O)/C=C/c2ccccc2)CC1 | -2 | -0.8 | 6 | 4 | -9 | -6 | 10 | -1.2 | 5.1 | 0.3
O=C(O)CCCNS(=O)(=O)/C=C/c1ccccc1 | -1 | 2.2 | -36 | -2 | -15 | 36 | 0 | 4.2 | 1.8 | -1.8
CCOC(=O)c1c(C)n(C)c2ccc(OCC(N)=O)cc12 | -1 | -1.0 | 15 | . | -7 | -15 | 0 | 1.4 | 0.9 | -1.0
CCCCn1nc(C(=O)N[C@@H](CCSC)c2nc3ccccc3[nH]2)c2ccccc2c1=O | . | 0.8 | -7 | 0 | 4 | 7 | -1 | 1.2 | 2.1 | .
COc1ccc(/C=C/C(=O)c2ccc3c(c2)OCO3)cc1OC | 11 | -1.3 | -13 | 8 | . | 13 | -9 | 5.2 | 0.8 | -1.3
COc1ccc(C2=NOC(C(=O)N3CCN(C(=O)c4ccco4)CC3)C2)cc1OC (centres undefined) | -2 | 1.2 | -36 | . | 6 | 36 | -4 | 1.9 | 3.0 | -4.4
O=C(CC12CC3CC(CC(C3)C1)C2)N/N=C/c1ccc([N+](=O)[O-])o1 | -2 | 1.0 | 0 | 3 | -58 | 0 | -12 | 3.6 | 6.4 | 0.3
NC(=S)Nc1cccc2cnccc12 | . | 0.1 | 5 | 0 | 0 | -5 | -6 | 3.4 | 3.8 | -0.9
NS(=O)(=O)c1cccc(NC(=O)c2ccccc2NS(=O)(=O)c2ccc(F)cc2)c1 | -3 | 1.1 | . | -8 | 1 | . | 0 | 2.4 | 0.1 | -2.7
COc1ccc(Cl)cc1C(=O)NNC(=O)c1[nH]c(C)c(C(C)=O)c1C | 1 | -1.4 | ? | -4 | -1 | -70 | -2 | 2.7 | -2.5 | -2.1
O=C(CCNC(=O)C1CCN(S(=O)(=O)c2ccccc2)CC1)NCc1cccc(Cl)c1 | -3 | 0.0 | 7 | 0 | 5 | -7 | -1 | -0.2 | -0.4 | -1.9
COC(=O)CCCC1=CC2=CC(=O)C(C)(OC(=O)c3cccs3)C(=O)C2=CN1CCCOC(C)C (centres undefined) | -1 | 0.8 | -15 | -2 | -1 | 15 | -6 | 1.2 | 4.6 | -0.1
CCc1cccc(CC)c1NC(=O)c1cccc(NC(=O)c2ccccc2)c1 | -4 | -1.7 | 37 | -4 | . | -37 | 7 | 1.7 | 1.4 | -2.2
COc1cc(-c2noc(CCCC(=O)NCc3ccccc3)n2)cc(OC)c1OC | . | -1.4 | 19 | -3 | -5 | -19 | 2 | 0.7 | -0.9 | -0.3
O=C(CN1C(=O)c2cccc3cccc1c23)NC1CCCCC1 | 2 | -2.0 | -7 | 5 | 11 | 7 | -3 | 0.8 | 1.0 | -2.7
CN(C(=O)c1ccc(Oc2ccc([N+](=O)[O-])cc2)cc1)C1CCCCC1 | 1 | -1.4 | 28 | -6 | -7 | -28 | 11 | 4.8 | 2.3 | -0.4
Cc1ccc(NC(=O)CCN2C(=O)c3ccccc3C2=O)c(C)c1 | 2 | 0.8 | -16 | -5 | -3 | 16 | 1 | -1.9 | 0.7 | -1.8
O=C(CSCc1ccccc1)Nc1cc([N+](=O)[O-])ccc1F | -1 | 0.1 | -2 | 1 | 17 | 2 | -5 | 0.2 | 0.6 | -1.2
CC(=O)N1CCOc2ccc(S(=O)(=O)N3C(C)CCCC3C)cc21 (centres undefined) | -1 | -2.1 | -19 | -4 | -5 | 19 | 1 | 1.6 | 4.4 | 0.6
O=S(=O)(/N=C/N1CCOCC1)c1ccc(Cl)cc1 | -3 | -1.8 | -11 | 1 | . | 11 | -2 | 5.4 | 1.0 | .
COC(=O)c1cc2cc(OC)ccc2n1C | 1 | -1.3 | 2 | -5 | 16 | -2 | 3 | -0.1 | 0.8 | 0.3
C=CC[C@H](CC(=O)N(CCO)Cc1ccccc1)C(=O)N[C@@H](COC(=O)[C@@H](CC=C)Cc1ccc(F)cc1)Cc1ccccc1 | -22 | -4.2 | 14 | -6 | 8 | -14 | 22 | 1.1 | -1.6 | -0.2
COc1ccc(/C=N/NC(=O)c2cccc(S(=O)(=O)N3CCCC3)c2)cc1O | -2 | 4.0 | -2 | . | 3 | 2 | -8 | 2.2 | 1.4 | -0.9
Cc1ccc(S(=O)(=O)N2CCOCC2)cc1NC(=O)CSc1nnc(N)s1 | -1 | 0.5 | -13 | 2 | -1 | 13 | -5 | 0.5 | 0.0 | -0.8
COc1cc(C2C3=C(CC(C)(C)CC3=O)OC3=C2C(=O)CC(C)(C)C3)cc([N+](=O)[O-])c1O | 0 | 2.6 | 16 | 1 | -4 | -16 | 4 | 5.0 | 3.6 | -0.2
CCOC(=O)C1(Cc2ccccc2C)CCCN(S(=O)(=O)CC)C1 (centres undefined) | 1 | 0.3 | 32 | 0 | . | -32 | -1 | -0.4 | 2.2 | -0.2
S=c1[nH]nc(-c2ccncc2)n1Cc1ccco1 | . | -3.5 | -11 | -6 | . | 11 | -8 | -0.9 | -1.9 | -0.8
COc1ccc(OCC(=O)Nc2cc(OC)ccc2N2CCCCC2)cc1 | -1 | -0.2 | ? | -9 | -5 | -71 | -6 | 1.8 | 3.3 | -3.0
O=C(NCCc1ccc(Cl)cc1)Nc1cccc(Cl)c1 | . | 3.7 | -3 | -2 | 15 | 3 | 5 | 8.5 | 2.9 | -0.4
Cc1cc(C(=O)Nc2cccc(C(=O)O)c2)c(C)o1 | . | -1.2 | -29 | . | -6 | 29 | 0 | 1.5 | -0.7 | -1.6
Cc1ccc(S(=O)(=O)N2CCN(c3ncccn3)CC2)c(C)c1 | -1 | 1.0 | -23 | -4 | . | 23 | -5 | 0.9 | 1.2 | 0.2
Cc1c(C(=O)NCCCN2CCOCC2)sc2nc(-c3ccc(F)cc3)cn12 | . | -3.5 | 22 | -3 | 24 | -22 | -1 | -0.8 | -2.9 | -3.7
O=C(NCc1cccnc1)c1ccc(CS(=O)(=O)Cc2ccc(Cl)cc2)o1 | . | 0.5 | 3 | -1 | -11 | -3 | 1 | 1.3 | -2.0 | -0.6
O=C(CSc1nc2ccccc2[nH]1)N1CCN(c2ccc(F)cc2)CC1 | . | 1.8 | 19 | -2 | 1 | -19 | 5 | 1.7 | 0.4 | -1.0
O=C1CCC(C(=O)N2CCCCO2)CN1CCc1ccc(Cl)cc1 (centres undefined) | 0 | -0.1 | -1 | . | -9 | 1 | 2 | 2.2 | 0.9 | 0.4
CC(C(=O)C12CC3CC(CC(C3)C1)C2)N1CCOCC1 (centres undefined) | 0 | 2.0 | 15 | -4 | 3 | -15 | -1 | 0.2 | 2.8 | 0.2
COc1ccc2oc(C(=O)OCC(=O)Nc3ccccc3OC)c(C)c2c1 | . | 0.9 | 8 | 5 | -3 | -8 | 0 | . | -0.5 | -0.1
Cc1nnc(NC(=O)c2c(-c3ccccc3)noc2C)s1 | . | 0.8 | -25 | -2 | -9 | 25 | -1 | 1.7 | 0.4 | .
COc1ccc(-c2noc(C3CCCN(C(=O)c4ccc(F)cc4)C3)n2)cc1 (centres undefined) | 4 | 0.6 | 7 | -3 | 5 | -7 | 4 | 0.1 | 0.2 | -0.1
N#Cc1c(Cl)cccc1N1CCCC1 | 2 | -3.3 | -7 | -3 | 0 | 7 | 1 | 0.7 | -1.3 | -1.7
COCCOC(=O)c1c(NC(=O)CN2CCCc3ccccc32)sc(C(N)=O)c1C | . | -2.6 | 23 | -3 | -16 | -23 | -6 | 0.3 | -0.9 | -1.1
O=S(=O)(c1ccc(NCc2ccccc2)cc1)N1CCOCC1 | 0 | 0.3 | -23 | -5 | -4 | 23 | 0 | -1.6 | -7.3 | -1.9
CO[C@H]1CC[C@@]2(C)[C@@H](CC[C@@H]3[C@@H]2CC[C@@]2(C)[C@H]3C[C@H](C(=O)O)O[C@]23CCCO3)C1 | -3 | -0.5 | 3 | -5 | 5 | -3 | -5 | 2.7 | 0.4 | 0.7

Quoted from the listing:
SR-BI HDL uptake result of `O=S(=O)(c1ccc(NCc2ccccc2)cc1)N1CCOCC1` reads -23
CAL PDZ FP-1 result of `Cc1c(C(=O)NCCCN2CCOCC2)sc2nc(-c3ccc(F)cc3)cn12` reads -3

Bioassay records: PubChem, several laboratories
